mHTT CaM bind – mHTT-calmodulin interaction abrogation | P42858 | AlphaScreen His-mHTT/GST-CaM binding, luminescence | inhibition, % at 15 µM | 190,000 compounds, 3.6% hits | AID 1671202;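 also: 0% = both proteins with DMSO and 100% = one protein alone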
Target sequence (P42858 whole entry, looked up, stated change not applied): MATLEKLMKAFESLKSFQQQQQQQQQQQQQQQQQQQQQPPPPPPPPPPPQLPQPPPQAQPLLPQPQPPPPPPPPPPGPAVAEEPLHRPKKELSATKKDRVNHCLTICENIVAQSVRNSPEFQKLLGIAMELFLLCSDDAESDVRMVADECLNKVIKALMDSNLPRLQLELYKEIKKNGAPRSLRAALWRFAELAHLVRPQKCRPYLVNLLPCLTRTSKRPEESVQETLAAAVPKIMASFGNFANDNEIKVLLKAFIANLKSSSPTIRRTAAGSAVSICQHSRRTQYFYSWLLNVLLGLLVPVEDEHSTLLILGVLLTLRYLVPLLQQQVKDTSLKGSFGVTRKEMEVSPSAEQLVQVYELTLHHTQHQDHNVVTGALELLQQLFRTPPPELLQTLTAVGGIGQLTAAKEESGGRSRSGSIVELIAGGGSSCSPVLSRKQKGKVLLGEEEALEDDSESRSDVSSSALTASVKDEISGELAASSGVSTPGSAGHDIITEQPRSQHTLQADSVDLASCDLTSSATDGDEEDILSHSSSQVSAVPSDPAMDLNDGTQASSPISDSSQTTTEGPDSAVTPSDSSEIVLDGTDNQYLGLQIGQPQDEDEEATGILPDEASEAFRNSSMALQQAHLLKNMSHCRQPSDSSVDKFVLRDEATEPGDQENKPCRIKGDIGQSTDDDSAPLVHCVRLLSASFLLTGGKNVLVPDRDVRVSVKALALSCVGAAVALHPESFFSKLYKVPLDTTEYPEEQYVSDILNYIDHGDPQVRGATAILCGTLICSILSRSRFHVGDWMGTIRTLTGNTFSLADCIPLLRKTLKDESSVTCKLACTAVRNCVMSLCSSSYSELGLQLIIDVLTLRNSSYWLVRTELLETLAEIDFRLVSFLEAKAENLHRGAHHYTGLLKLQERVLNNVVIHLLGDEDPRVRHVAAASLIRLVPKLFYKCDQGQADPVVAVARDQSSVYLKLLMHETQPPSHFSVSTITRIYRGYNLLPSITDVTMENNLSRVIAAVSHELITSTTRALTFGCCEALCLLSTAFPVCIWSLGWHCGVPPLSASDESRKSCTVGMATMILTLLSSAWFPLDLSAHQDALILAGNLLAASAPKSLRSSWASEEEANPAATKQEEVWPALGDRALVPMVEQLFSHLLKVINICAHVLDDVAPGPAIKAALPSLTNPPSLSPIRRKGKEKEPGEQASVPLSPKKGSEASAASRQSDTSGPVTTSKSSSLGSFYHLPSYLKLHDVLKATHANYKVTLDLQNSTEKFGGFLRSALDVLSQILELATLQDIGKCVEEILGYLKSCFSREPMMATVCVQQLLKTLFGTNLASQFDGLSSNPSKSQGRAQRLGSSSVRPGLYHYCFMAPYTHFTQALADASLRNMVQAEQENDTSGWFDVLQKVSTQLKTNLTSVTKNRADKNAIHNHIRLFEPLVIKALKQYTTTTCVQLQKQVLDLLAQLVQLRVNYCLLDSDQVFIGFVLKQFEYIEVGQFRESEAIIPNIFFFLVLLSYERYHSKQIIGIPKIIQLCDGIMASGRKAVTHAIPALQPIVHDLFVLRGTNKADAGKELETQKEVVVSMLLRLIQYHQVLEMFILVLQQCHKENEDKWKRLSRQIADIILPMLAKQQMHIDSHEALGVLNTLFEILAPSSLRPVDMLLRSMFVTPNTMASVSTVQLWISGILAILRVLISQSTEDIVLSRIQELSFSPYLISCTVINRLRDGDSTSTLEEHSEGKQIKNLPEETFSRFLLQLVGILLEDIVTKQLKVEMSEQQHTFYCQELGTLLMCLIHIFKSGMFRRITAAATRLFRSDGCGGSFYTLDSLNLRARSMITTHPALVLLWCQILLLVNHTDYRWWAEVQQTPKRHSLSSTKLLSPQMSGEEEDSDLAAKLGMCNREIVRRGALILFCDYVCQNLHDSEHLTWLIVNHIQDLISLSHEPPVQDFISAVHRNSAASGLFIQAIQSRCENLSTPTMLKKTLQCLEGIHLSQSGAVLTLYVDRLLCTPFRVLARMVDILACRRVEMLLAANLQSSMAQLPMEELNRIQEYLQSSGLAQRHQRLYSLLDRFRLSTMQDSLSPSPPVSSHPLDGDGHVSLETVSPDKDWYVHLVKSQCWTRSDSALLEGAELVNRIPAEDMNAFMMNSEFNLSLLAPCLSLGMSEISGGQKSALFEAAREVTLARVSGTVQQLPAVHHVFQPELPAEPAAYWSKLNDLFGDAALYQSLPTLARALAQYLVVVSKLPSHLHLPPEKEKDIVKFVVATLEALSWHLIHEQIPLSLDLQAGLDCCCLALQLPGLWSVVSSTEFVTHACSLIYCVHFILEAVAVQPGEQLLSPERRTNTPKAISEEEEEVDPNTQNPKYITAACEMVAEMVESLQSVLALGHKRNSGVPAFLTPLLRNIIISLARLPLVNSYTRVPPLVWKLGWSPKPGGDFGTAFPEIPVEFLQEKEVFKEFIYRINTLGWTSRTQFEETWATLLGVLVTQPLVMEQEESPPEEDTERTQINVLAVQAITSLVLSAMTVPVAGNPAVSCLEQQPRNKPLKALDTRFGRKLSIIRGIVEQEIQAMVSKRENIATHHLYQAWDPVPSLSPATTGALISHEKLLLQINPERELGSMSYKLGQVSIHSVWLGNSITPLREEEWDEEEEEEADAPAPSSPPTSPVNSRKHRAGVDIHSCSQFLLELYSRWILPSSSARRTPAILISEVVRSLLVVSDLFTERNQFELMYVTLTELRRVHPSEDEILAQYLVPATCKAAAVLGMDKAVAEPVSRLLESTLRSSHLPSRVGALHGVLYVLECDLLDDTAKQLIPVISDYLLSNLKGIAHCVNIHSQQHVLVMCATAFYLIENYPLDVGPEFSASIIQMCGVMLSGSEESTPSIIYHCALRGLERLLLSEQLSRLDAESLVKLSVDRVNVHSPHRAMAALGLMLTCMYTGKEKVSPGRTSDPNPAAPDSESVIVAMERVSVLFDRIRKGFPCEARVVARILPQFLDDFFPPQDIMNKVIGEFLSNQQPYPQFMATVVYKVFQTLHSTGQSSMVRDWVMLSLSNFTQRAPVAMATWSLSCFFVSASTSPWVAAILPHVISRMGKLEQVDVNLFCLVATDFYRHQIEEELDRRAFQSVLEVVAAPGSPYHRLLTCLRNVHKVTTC
Pf apPOL block – Pf-apPOL DNA polymerase inhibition. Recombinant Pf-apPOL, molecular beacon fluorescence, 1.5 h. inhibition, % at 10 µM. 210,000 compounds, 0.25% hits. AID 1794808
* = called active by the depositor; i = inactive; . = no result given; & = joins results of further samples. Rule as the data show it: active = inhibition above about 50%; inactive = the rest.

SMILES	mHTT CaM bind	Pf apPOL block
O=S1(=O)c2ccc(Br)cc2OC[C@@H](Cc2ccccc2)N1Cc1cn(CCC2OCCO2)nn1	-17	-3
CN(C)c1ccc(N2C=C(C(=O)N3CCCC3)S(=O)(=O)c3ccccc32)cc1	9	2
COc1c(Cl)c(Cl)nc(Cl)c1C(N)=O	0	-6
COc1ccc(-n2c(=O)c3c(n4cnnc24)-c2ccccc2CC32CCCCC2)cc1	4	4
COc1ccccc1CN1CCOCC1	-4	-4
Cc1nnc(NS(=O)(=O)c2ccc(F)cc2)s1	4	-11
CCc1cccc(NC(=O)c2coc(=O)c3ccccc23)c1	6	-2
Cc1cn(CC(C)C)c(=O)[nH]c1=O	-8	.
CCOCCCNC(=O)C1(C)CCC(=O)N1Cc1ccccc1Cl (centres undefined)	-4	-6
Cc1ccc(N2C(=O)C3N=NN(c4ccc(C)c(F)c4)C3C2=O)cc1F (centres undefined)	40	-8
COc1cccc(CCC(=O)N2CCCC2c2nc(-c3cccc(Cl)c3)no2)c1 (centres undefined)	-2	-4
O=C(c1cc(Cl)ccc1Cl)N1CCC(Cn2ccnc2)CC1	-8	-1
Cc1nc(-c2ccccc2)sc1C(=O)N1CCC(CC(=O)N(C)Cc2ccco2)CC1	36	-4
N=C1S/C(=C\c2ccc(-c3ccc(F)c(Cl)c3)o2)C(=O)N1c1nonc1N	51*	0
Cc1noc(C)c1C(=O)N1CCCC1c1cc(C(C)C)on1 (centres undefined)	2	-1
Cc1ccc(C(=O)Cn2nnc3ccccc32)cc1C	-9	0
N#CCCn1[nH]c(-c2ccccc2)cc1=O	9	-13&-3
COc1ccc(Nc2nc(N)nc(CSc3nnc(C)s3)n2)cc1	-2	-2
CCC1c2ccc(C)n2CCN1C(=O)Nc1cc(Cl)ccc1C(=O)OC (centres undefined)	-2	-5
O=C(NCC1CC1)C1CCN(c2ccc(Br)cc2)C1=O (centres undefined)	-6	-2
O=C(CN1CCc2ccccc2C1)Nc1nc(-c2ccccc2)cs1	6	-7
CCCCN(C)C(=O)CC1CCN(c2ccnc(NC)n2)CC1	1	-4
CCC(=O)N1CCc2cc(S(=O)(=O)Nc3ccc(Br)cc3C)ccc21	6	-4
COc1ccc(C(C)=O)cc1N1C(=O)C2C3C=CC(CO)(O3)C2C1=O (centres undefined)	-6	-3
CCOc1ccc2nc(C)cc(Nc3ccc(Br)cc3)c2c1	10	-4
CC1CCN(C(=O)C2CCCN(c3cnn(Cc4ccccc4)c(=O)c3)C2)CC1 (centres undefined)	-4	0
CN(c1ccc(Cl)cc1)S(=O)(=O)c1ccc2[nH]cc(C(=O)NC3CCCC3)c(=O)c2c1	15	-14
Cc1ccc(NC(=O)N2CCn3cccc3C2Cc2ccccc2)cc1F (centres undefined)	4	3
O=C(c1ccc(F)cc1)N1CC(c2noc(-c3ccccc3)n2)C1	-14	-6
CC1(C)OC2OC(C(=O)Nc3ccc(F)c(F)c3)C3OC(C)(C)OC3C2O1 (centres undefined)	-4	-1

Four structures already listed, arranged by length of the SMILES, highest first:
SMILES	mHTT CaM bind	Pf apPOL block
CC1CCN(C(=O)C2CCCN(c3cnn(Cc4ccccc4)c(=O)c3)C2)CC1 (centres undefined)	-4	0
O=C(CN1CCc2ccccc2C1)Nc1nc(-c2ccccc2)cs1	6	-7
CCOCCCNC(=O)C1(C)CCC(=O)N1Cc1ccccc1Cl (centres undefined)	-4	-6
O=C(NCC1CC1)C1CCN(c2ccc(Br)cc2)C1=O (centres undefined)	-6	-2

(continued)
SMILES	mHTT CaM bind	Pf apPOL block
O=c1[nH]c2cc(F)ccc2c(O)c1-c1nc(-c2ccccc2Cl)no1	-4	-1
COc1cc(C(=O)Nc2ccc(NC(C)=O)cc2)c([N+](=O)[O-])cc1OC	-1	6
COc1ccc(CCNC(=O)c2cc(-c3ccc(OC)c(OC)c3)on2)cc1OC	3	-4
COc1ccc([N+](=O)[O-])cc1NC(=O)C(C)Oc1ccccc1 (centres undefined)	1	-7
CN1CCCN(C(=O)CC2Sc3ncccc3N(C)C2=O)CC1 (centres undefined)	-12	0
CC(C)c1ccc(C(=O)NCCCn2ccnc2)cc1	8	4
O=C(Nc1cccc(O)c1)C1CC(c2ccccc2F)=NO1 (centres undefined)	2	-3
Cc1cc(OCC(=O)Nc2ccccc2C(N)=O)ccc1Br	-7	-9
CSc1ccc(CNC(=O)C2CCCN(c3cc(=O)n(C)c(=O)n3C)C2)cc1 (centres undefined)	-3	-4
CC(=O)[C@H]1C[C@@H](CC#N)C1(C)C	-5	.
O=C(O)c1cc(S(=O)(=O)N2CCCCC2)ccc1Br	-5	4
CCN(CCCNC(=O)C1CCCN(c2cn[nH]c(=O)c2)C1)c1ccccc1 (centres undefined)	13	0
O=C(Nc1ccc(Cl)c(NC(=O)c2ccco2)c1)c1ccc(I)cc1	-1	1
Nc1ccnc(C(F)(F)F)c1C(=O)c1ccccc1	1	0
COc1ccccc1NC(=O)Cn1cncc1-c1ccc([N+](=O)[O-])cc1	23	-8
CCC(=O)N1CCc2sc(C(=O)N3CCN(c4ccc(Cl)cc4)CC3)cc2C1	0	-11
CCOC(=O)C(C#N)=CNN(C)c1ccccc1[N+](=O)[O-]	.	8
CC1CCCCN1Cc1c(O)ccc2c(=O)c(-c3ccc(Br)cc3)coc12 (centres undefined)	4	-133
Cc1ccc(NC(=O)c2cccc3[nH]cc(CN4CCCC4)c23)cc1	5	-1
COC(=O)c1cc(NC(=O)Nc2ccccc2C(F)(F)F)ccc1N1CCOCC1	.	0&-16
CC(C)C(=O)Nc1ccc(NC(=O)c2ccc(F)cc2)cc1	-3	-4
Cc1ccc(-c2noc(-c3cccc([N+](=O)[O-])c3)n2)cc1	8	-14
Cn1c(CN2CCN(C(=O)c3ccc([N+](=O)[O-])o3)CC2)nc2ccccc21	-5	53*
CCOc1ccc2c(C)nc(NC3=NC(C)(C)C=C(C)N3)nc2c1	18	-10
CCCNc1cc(N2CCC(CCC(=O)N3CCCC3)CC2)ncn1	1	0
O=C(COc1ccccc1F)NCC1CN(c2ccc3c(c2)OCO3)C(=O)O1 (centres undefined)	-8	0
CN(C)CCCN(C(=O)C1=COCCO1)c1nc2ccc(Br)cc2s1	23	-16
N/C(=N\OCc1ccc(F)cc1Cl)c1nonc1N	i	-4
Cc1ccc(C)c(S(=O)(=O)N2CCC3(CC2)NCCN=C3NCc2ccccc2)c1	14	0
CCc1ccc(C(=O)N2CC3CC2CC3NS(C)(=O)=O)cc1 (centres undefined)	-1	0
CC(C)N1C(=O)S/C(=C\c2ccccc2OCc2ccc(C(=O)O)cc2)C1=O	32	-1
O=C(Nc1cccc(F)c1)c1cc(S(=O)(=O)NCc2ccccc2)ccc1F	5	3
O=C(c1ccccc1Cl)N1CCC(CCOc2cccnc2)CC1	4	-2
Cc1cccc(Nc2nc(CC(=O)NCCOc3ccc(F)cc3)cs2)n1	-1	-6
O=C(CN1CCc2ccccc2C1C(=O)N1CCCC1)NCc1cccc(C(F)(F)F)c1 (centres undefined)	6	-12
Cc1nnsc1C(=O)OCCN(C)c1ccc(C#N)cn1	.	-7
O=C(NCc1ccccc1F)C1CCN(c2cnn(Cc3ccccc3)c(=O)c2)CC1	-1	-6
COc1ccc(NC(=O)C2CC2)c(OC)c1	1	4
COc1ccc(N2C(=O)CSC2c2ccccc2[N+](=O)[O-])c(OC)c1 (centres undefined)	7	-2
CC(C)c1noc(C2CCCCN2Cc2cc(=O)n3ccccc3n2)n1 (centres undefined)	0	-2
c1ccc(N2CCC(=NC3=NCCCCC3)N2)cc1	12	-1
CCOc1c(/C=C(\C#N)c2nc3ccccc3[nH]2)cccc1OC	5	-2
CC12C=CC(=O)C=C1CCC1[C@@H]2C(O)CC2(C)[C@@H](C(=O)CO)CC[C@@H]12 (some centres undefined)	-4	.
Cc1ccccc1C(=O)N1CCC(COc2ccc(C(=O)N3CCOCC3)cc2)CC1	6	0
Cc1ccc(NC(=O)N2CCCC(CCC(=O)N3CCCCC3)C2)cc1 (centres undefined)	-3	-7
COc1ccc(Br)c(C(=O)Nc2cc3cccc([N+](=O)[O-])c3oc2=O)c1	3	4
Cc1ccc(S(=O)(=O)N2CCC(C(=O)Nc3ccc(C(N)=O)cc3)CC2)cc1	3	-10
Cc1[nH]c(-c2ccccc2)cc1C(=O)NC1CCCC1	13	-4
COc1ccccc1/C=C1/C(=O)N(c2ccc(Cl)c(Cl)c2)N=C1C	-2	-2
O=C1c2ccc(Br)cc2C(=O)N1c1ccccc1O	-4	-1
(next part)
SMILES	mHTT CaM bind	Pf apPOL block
O=C1NCCN1CCNC(=S)NC1CC1	.	7
Cc1cc2[nH]c(C(=O)N(C)C)c(CN3CCCCC3)c2s1	-6	0
CCC(Nc1nc(-c2ccccc2)nc2ccccc12)C(=O)O (centres undefined)	2	-7
O=C(COc1ccc([N+](=O)[O-])cc1)NCCc1ccccc1	-7	-12
COc1ccc(C(=O)NCCC2CCN(C(=O)NC3CCCCC3)CC2)cc1	-3	-3
O=C(NCCn1cnc(-c2ccccc2)cc1=O)c1ccc2nsnc2c1	-20	0
O=C(CN1CCC2(CC1)N=C(c1cccc(Cl)c1)C(=O)N2)Nc1ccc(F)c(F)c1	24	12
CC1=CC(=O)C=C(C)C1=NS(=O)(=O)c1ccccc1	5	5
Cc1ccc(C(C)NC(=O)C2CCN(Cc3cn(C)c4ccccc34)CC2)cc1 (centres undefined)	1	-3
Cc1ccccc1CN1[C@H]2CCCC[C@@H]2OCCS1(=O)=O	-5	-5
N/C(=N\O)c1ccc(Br)cc1	i	.
COc1ccc(C)cc1S(=O)(=O)N1CCN(Cc2ccc3c(c2)OCO3)CC1	-2	-2
Cc1c(S(=O)(=O)c2ccccn2)c(N)n(Cc2ccccc2Cl)c1C	.	-10
Cc1ccccc1C1=N/C(=C/c2ccc(C(F)(F)F)cc2)C(=O)O1	-3	-2
Cc1ccccc1CNC(=O)c1ccc(-c2nc3cccnc3n(C)c2=O)cc1	12	2
COc1cc(NC(=O)N2CC3CC(NC(=O)c4cccs4)C2C3)cc(OC)c1 (centres undefined)	6	2
Cc1cc(F)ccc1NC(=O)C1CCN(c2cc(N3CCSCC3)ncn2)CC1	-6	3
NC(CCCCNC(=O)OCc1ccccc1Cl)C(=O)O (centres undefined)	.	3
Cc1ccc2c(c1)C(CS(=O)(=O)NCc1ccccc1)NC2 (centres undefined)	2	-16
O=C(C=Cc1ccccc1)Oc1ccc2c(=O)c(-c3ccccc3)coc2c1	-3	-4
CCN(CC)CCNC(=O)C1CCCN(c2ncc(-c3cccc(F)c3)cn2)C1 (centres undefined)	-4	-2
O=C(Nc1ccc2c(c1)CCC2)c1cc(-c2ccncc2)nc2ccccc12	37	1
CCN(CC)CCN(C)Cc1ccccc1F	2	0
CC(=O)C1=C(C)NC(SCc2cccc([N+](=O)[O-])c2)=C(C#N)C1c1ccccc1 (centres undefined)	8	-2
CC(C)Oc1ccc(C(=O)Nc2ccccc2C(N)=O)cc1	-1	-1
CSc1nc2ccc3nc(NC(=O)c4cc(C)no4)sc3c2s1	-6	-2
Cc1ccc(C2CC(c3ccccc3C)n3nc(N)nc3N2)cc1 (centres undefined)	-4	6
O=C(CCC(=O)N1CC2CCCN2c2ccccc21)NCc1ccc2c(c1)OCO2 (centres undefined)	10	-2
O=S(=O)(NC(=NC1CCCCC1)c1ccccc1)c1cccs1	-2	-1
Cc1cc(N2CCN(C)CC2)nc(SCc2cccc(C(=O)N3CCCC3)c2)n1	14	-3
O=C(Nc1cccc([N+](=O)[O-])c1)C(=O)NC(c1ccccc1)c1ccccc1	-5	-1
O=C(Nc1ccccc1C(=O)N1CCCCC1)C(c1ccccc1)c1ccccc1	4	5
Cc1ccc(-c2cn(-c3ccc(Br)cc3)c(=O)[nH]2)cc1	17	-5
C=CCNC(=O)c1cc2c(n(-c3ccccc3)c1=O)CC(C)(C)CC2=O	2	-2
COc1cccc(CNC(=O)C2CCCN(c3nnc4ccccn34)C2)c1OC (centres undefined)	6	-9
CCCCSc1nc2c(c(=O)n1-c1ccc([N+](=O)[O-])cc1)SCC2	14	0

Compounds above with a Cl atom (16):
SMILES	mHTT CaM bind	Pf apPOL block
COc1c(Cl)c(Cl)nc(Cl)c1C(N)=O	0	-6
CCOCCCNC(=O)C1(C)CCC(=O)N1Cc1ccccc1Cl (centres undefined)	-4	-6
COc1cccc(CCC(=O)N2CCCC2c2nc(-c3cccc(Cl)c3)no2)c1 (centres undefined)	-2	-4
O=C(c1cc(Cl)ccc1Cl)N1CCC(Cn2ccnc2)CC1	-8	-1
N=C1S/C(=C\c2ccc(-c3ccc(F)c(Cl)c3)o2)C(=O)N1c1nonc1N	51*	0
CCC1c2ccc(C)n2CCN1C(=O)Nc1cc(Cl)ccc1C(=O)OC (centres undefined)	-2	-5
CN(c1ccc(Cl)cc1)S(=O)(=O)c1ccc2[nH]cc(C(=O)NC3CCCC3)c(=O)c2c1	15	-14
O=c1[nH]c2cc(F)ccc2c(O)c1-c1nc(-c2ccccc2Cl)no1	-4	-1
O=C(Nc1ccc(Cl)c(NC(=O)c2ccco2)c1)c1ccc(I)cc1	-1	1
CCC(=O)N1CCc2sc(C(=O)N3CCN(c4ccc(Cl)cc4)CC3)cc2C1	0	-11
N/C(=N\OCc1ccc(F)cc1Cl)c1nonc1N	i	-4
O=C(c1ccccc1Cl)N1CCC(CCOc2cccnc2)CC1	4	-2
COc1ccccc1/C=C1/C(=O)N(c2ccc(Cl)c(Cl)c2)N=C1C	-2	-2
O=C(CN1CCC2(CC1)N=C(c1cccc(Cl)c1)C(=O)N2)Nc1ccc(F)c(F)c1	24	12
Cc1c(S(=O)(=O)c2ccccn2)c(N)n(Cc2ccccc2Cl)c1C	.	-10
NC(CCCCNC(=O)OCc1ccccc1Cl)C(=O)O (centres undefined)	.	3

From PubChem
